# ERAP1 inh: inhibitors of human ERAP1 aminopeptidase; recombinant ERAP1, Leu-AMC fluorescence, 60 min; inhibition, % at 10.7 µM; 0.15% of 340,000 active; AID 652197;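 active = mean replicate inhibition of at least 30%, or all replicates individually reaching that 30% level; inactive = mean below 30% and not every replicate reaching it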;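 also: 0% = neutral control wells and 100% = L-leucinethiol positive control wells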
# XiGFP reactiv: activators of X-chromosome reactivation in mouse fibroblasts; XiGFP mouse fibroblasts, % GFP-positive cells imaging, 3 d; cells co-treated with 5-aza-dC sensitizer; scaled so ellipticine positive control = 100%; activation, % at 7.58 µM; 0.055% of 360,000 active; AID 743238;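 active = mean normalized replicate activation at least 10% and every replicate at or above 10%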;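 also: 0% = median of on-plate neutral control wells and 100% = ellipticine 6 µM median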
#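 Schedule: 3 d treatment, 15 min room-temperature fixation; system: 68-5-11 XiGFP fibroblast line; buffer or medium: DMEM plus 5-aza-dC sensitizer; control set: ellipticine 6 µM positive control; compound: one concentration, pinned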
# CFTR F508del cor: correctors of CFTR F508del function in bronchial epithelial cells. CFBE cells, YFP halide quenching; stimulated with forskolin plus potentiator P3; % fluorescence drop versus neutral controls. activity (quench increase), % at 7.58 µM. 0.36% of 350,000 active;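 active = mean added fluorescence quench of at least 8% versus neutral control, with both replicates also reaching 8%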;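 also: cells transiently co-express mutant CFTR-F508del with the halide-sensitive YFP; corrector assay measuring rescue of mutant channel to the surface after 24 h compound exposure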
# RAD52 inh: RAD52 (human) annealing inhibition; 0.46% of 360,000 active; P43351; recombinant RAD52 DNA annealing, FRET fluorescence; inhibition, % at 18.7 µM;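 active = every replicate showing at least 50% inhibition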
# RAD54 inh: inhibitors of human RAD54 branch migration | RAD54 Holliday junction branch migration, FAM/BHQ fluorescence | inhibition, % at 10.4 µM | 0.14% of 360,000 active;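 active = mean normalized replicate activity at least 40 and at least half of replicates scoring 40 or more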;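 also: 0% = median of neutral control wells and 100% = median of positive control wells; inhibitors cause a drop in the FAM fluorescence signal; in these data hits start at about 50%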
# Target sequence (Q92698 whole entry, looked up): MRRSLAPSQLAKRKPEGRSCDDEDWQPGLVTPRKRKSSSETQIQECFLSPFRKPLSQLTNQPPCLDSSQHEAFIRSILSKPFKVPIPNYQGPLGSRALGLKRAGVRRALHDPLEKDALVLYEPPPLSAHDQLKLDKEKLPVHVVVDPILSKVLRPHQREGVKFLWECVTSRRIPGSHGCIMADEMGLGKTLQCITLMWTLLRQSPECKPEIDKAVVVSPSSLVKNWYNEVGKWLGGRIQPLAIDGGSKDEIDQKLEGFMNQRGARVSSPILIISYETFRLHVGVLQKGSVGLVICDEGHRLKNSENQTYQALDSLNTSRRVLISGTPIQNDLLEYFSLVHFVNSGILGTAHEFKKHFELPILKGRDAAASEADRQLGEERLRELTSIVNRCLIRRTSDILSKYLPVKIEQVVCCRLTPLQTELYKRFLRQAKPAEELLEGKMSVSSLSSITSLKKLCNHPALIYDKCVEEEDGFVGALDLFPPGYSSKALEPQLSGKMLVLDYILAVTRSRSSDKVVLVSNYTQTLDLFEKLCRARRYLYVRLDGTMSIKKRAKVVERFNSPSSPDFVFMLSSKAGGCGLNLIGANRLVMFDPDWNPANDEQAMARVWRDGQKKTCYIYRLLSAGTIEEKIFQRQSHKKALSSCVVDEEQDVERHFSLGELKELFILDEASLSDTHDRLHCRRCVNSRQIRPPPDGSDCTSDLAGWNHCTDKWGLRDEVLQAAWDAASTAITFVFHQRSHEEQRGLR
# esBAF inh: blocks esBAF chromatin remodeling in mouse ES cells. reporter increase, % at 12.5 µM. AID 602393. 2% of 350,000 active. Bmi1-luciferase knock-in reporter, 24 h; 100% = twice the neutral-well signal; in the data active = activation above about 40%;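 also: 0% = median of the plate's neutral control wells and 100% = double that signal; a rise in the Bmi1 reporter signal indicates esBAF inhibition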
# GSIS activator: primary screen for activators of insulin secretion dependent on glucose, INS-1E cells, GLuc reporter luminescence; INS-1E GLuc reporter insulin secretion, 2-3 h; activation, % at 16.6 µM; 0.61% of 370,000 active; AID 743287;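 active = lowest replicate activation of at least 40%, so every replicate reaches that level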;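 also: 0% = median of neutral control wells and 100% = median of IBMX positive control wells; some compounds called inactive have numbers as strong as hits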
# ARNT-TACC3 inh: disruptors of human ARNT/TACC3 interaction; Q9Y6A5; AlphaScreen His-ARNT PAS-B/GST-TACC3 binding, luminescence; TACC3 fragment carries E629A point mutation; inhibition, % at 9.99 µM; 0.66% of 390,000 active; AID 623870;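 active = mean inhibition of replicates at least 50% and at least half of replicates each reaching 50%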;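 also: 0% = complete ARNT plus TACC3 wells and 100% = ARNT alone without TACC3; many hits fall short of the cut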
# * = called active by the depositor; i = inactive; · = not tested or not shown; & = joins results of further samples.
SMILES,ERAP1 inh,XiGFP reactiv,CFTR F508del cor,RAD52 inh,RAD54 inh,esBAF inh,GSIS activator,ARNT-TACC3 inh
CCCCCCn1cc(CN2CC(N(C)CCC)CS2(=O)=O)nn1 (centres undefined),0,0.1,-0.7,1,·,·,1,·
CN1CCN(C(=O)CCCN2C(=O)/C(=C/c3ccccc3)SC2=S)CC1,10,0.0,-0.1,1,7,5,-1,6
CN(C)S(=O)(=O)N(CC(=O)NCCSCc1ccc(Cl)cc1)c1ccccc1,2,0.0,-1.2,-9,·,·,-45,-11
CCC(CC)C(=O)Nc1ccc(Sc2ccc([N+](=O)[O-])cc2)cc1,0,·,-3.4,-9,4,5,4,-23
O=C(COC(=O)/C=C/c1ccc([N+](=O)[O-])cc1)NCc1ccc2c(c1)OCO2,-1,-0.1,0.6,-7,-5,-9,25,-1
COc1cccc(S(=O)(=O)N(C)C[C@H]2OCc3cnnn3CCCC(=O)N([C@@H](C)CO)C[C@@H]2C)c1,-2&-1,-0.1&-0.5,0.9&-0.4,-15&18,4&-8,-3&6,3&-4,0
COc1ccc(-c2noc(C(C)NS(=O)(=O)c3ccc(NC(C)=O)cc3)n2)cc1 (centres undefined),0,0.3,-0.2,-7,-1,-1,18,-2
O=C(C1CC1)N1CC[C@@H]2[C@H]1c1cc(C#Cc3ccc(F)cc3)ccc1N[C@@H]2CO,·,0.0,-2.8,·,-7,8,-45,-7
COc1cc2c(cc1OC)/C(=C/c1ccc(Cl)cc1)C(=O)OC2,·,0.1,·,·,-18,-1,62*,-1
O=C(c1ccc(Br)cc1)N(Cc1ccco1)C1CCS(=O)(=O)C1 (centres undefined),1,0.0,0.1,-8,6,-4,9,-4
CC(=O)Nc1cccc(NC(=O)CSc2nc(=O)n(CCCN3CCOCC3)c3c2CCC3)c1,0,0.0,-2.9,-10,-9,-7,31,25
Cc1ccc(NC2=C(Cl)C(=O)OC2OC(=O)c2ccccc2C)cc1 (centres undefined),0,0.1,-1.7,-13,·,·,-6,-4
CCOC(=O)c1ccc(OCCOc2cccc(C)c2)cc1,0,0.0,-2.7,-8,-1,6,-9,-9
COc1ccc(-c2c(C)n([O-])c3c([n+]2=O)CCCCC3)cc1,1,0.4,·,-2,·,·,23,-4
O=C(N/N=C/c1sc(N2CCCCC2)nc1-c1cccs1)C1CC1,0,0.0,-2.3,-44,·,7,-6,-16
COc1ccccc1CNC(=O)C[C@H]1CC[C@@H]2[C@H](COC[C@H](O)CN2C(=O)Nc2ccc(F)cc2)O1,-1,0.1,-0.6,-17,-5,7,-8,0
CCC/C=N/NC(=O)c1ccc(F)cc1,-4,0.0,-2.3,-17,·,-5,7,-3
Cc1ccc(S(=O)(=O)Oc2ccccc2/C=N/Nc2ccc(C(=O)O)cc2)cc1,4,0.3,-0.4,4,-5,·,0,1
O=C(CN1C(=O)C2CC=CCC2C1=O)OCCN1C(=O)c2ccccc2C1=O (centres undefined),·,·,·,·,5,5,10,-4
CC(C)C[C@@H](CN)NC(=O)c1nc[nH]c1C(=O)N[C@@H](C)C(=O)CNC[C@H](C)NC(=O)c1nc[nH]c1C(=O)N[C@@H](Cc1ccccc1)C(=O)O,·,0.0,-0.9,-9,-10,-4,7,15
O=Cc1cnc(N2CCN(c3ccccc3)CC2)s1,8,-0.3,0.5,-9,·,·,1,-10
CCCCCCCN1C2=NCCCN2c2ccccc21,3,0.0,·,3,4,8,12,1
COCCN1C(=O)N(c2ccc(OC)cc2)C(=O)C1CC(=O)Nc1cccc(F)c1 (centres undefined),-1,0.0,0.0,-5,8,-2,16,-1
O=c1nc2onnc2c(C=NO)[nH]1,-4,0.1,5.0,-5,·,·,-3,-8
CN(C[C@H]1[C@@H](c2ccc(C3=CCCC3)cc2)[C@@H](CO)N1CCC(F)(F)F)S(C)(=O)=O,·,0.2,-1.3,-22,·,·,-1,·

# Quoted from the entries so far for reference:
SMILES,ERAP1 inh,XiGFP reactiv,CFTR F508del cor,RAD52 inh,RAD54 inh,esBAF inh,GSIS activator,ARNT-TACC3 inh
CCCCCCn1cc(CN2CC(N(C)CCC)CS2(=O)=O)nn1 (centres undefined),0,0.1,-0.7,1,·,·,1,·
CN1CCN(C(=O)CCCN2C(=O)/C(=C/c3ccccc3)SC2=S)CC1,10,0.0,-0.1,1,7,5,-1,6
CN(C)S(=O)(=O)N(CC(=O)NCCSCc1ccc(Cl)cc1)c1ccccc1,2,0.0,-1.2,-9,·,·,-45,-11
CCC(CC)C(=O)Nc1ccc(Sc2ccc([N+](=O)[O-])cc2)cc1,0,·,-3.4,-9,4,5,4,-23
O=C(COC(=O)/C=C/c1ccc([N+](=O)[O-])cc1)NCc1ccc2c(c1)OCO2,-1,-0.1,0.6,-7,-5,-9,25,-1

# (list continues)
SMILES,ERAP1 inh,XiGFP reactiv,CFTR F508del cor,RAD52 inh,RAD54 inh,esBAF inh,GSIS activator,ARNT-TACC3 inh
CCC(=O)N[C@@H]1C=C[C@H](CC(=O)NCC2CCCCC2)O[C@@H]1CO,0,-0.1,1.1,0,5,1,12,-7
O=C(N[C@@H]1CC[C@H](CCNS(=O)(=O)c2ccccc2Cl)O[C@@H]1CO)c1ccccc1,2,-0.1,-0.9,-6,7,-4,12,6
COc1cc(OC)cc(C(=O)NC(C(=O)Nc2ccc3c(c2)OCO3)C(C)C)c1 (centres undefined),6,0.1,5.5,-8,-10,-2,-2,3
COc1cc(/C=C2\SC(=S)N(C(Cc3ccccc3)C(=O)O)C2=O)ccc1O (centres undefined),11,0.4,5.8,i,·,·,-19,2
C[C@H](CO)N1C[C@H](C)[C@H](CN(C)Cc2ccc(Cl)c(Cl)c2)Oc2ccc(NC(=O)CCCCCC(=O)Nc3ccccc3N)cc2CC1=O,-3,0.1,1.8,-16,-1,-19,-1,-27
COc1ccc(CCN2C(=O)CCC2(C)c2nnnn2-c2ccc3c(c2)OCCO3)cc1OC (centres undefined),·,0.0,4.3,-7,·,·,11,·
Cn1c(=O)c(C(=O)CN2CCCCCC2)c(N)n(Cc2ccccc2)c1=O,-2,0.0,0.9,3,·,·,11,-2
COc1ccccc1-c1cnc2c(c1)C(=O)N([C@H](C)CO)C[C@@H](C)[C@@H](CN(C)CC1CCOCC1)O2,1,0.7,0.1,7,-10,-6,5,-7
COc1ccccc1CCn1cnc(-c2ccccc2OC)c1CC(C)C,7,0.2,3.4,2,·,·,65*,·
CCCCNC(=O)COC(=O)c1cc(Br)ccc1Cl,1,0.1,·,2,·,-11,-3,0
C=C(C)C(=O)N1CC2(CC(c3cccc(NC(=O)/C=C\C)c3)=NO2)C[C@H]1C(N)=O (some centres undefined),-5,-0.7,-0.8,-17,-5,-2,·,-6
O=C1CCCCC1Sc1nnc(Nc2ccccc2)s1 (centres undefined),-2,0.3,-1.9,-18,4,71*,3,-7
O=C(CSc1nnnn1C1CC1)Nc1ccc(S(=O)(=O)N2CCOCC2)cc1,3,0.1,2.5,-16,7,-1,·,1
CO[C@H]1CN(C)C(=O)c2ccc(NC(=O)NC(C)C)cc2OC[C@@H](C)N(Cc2cocn2)C[C@H]1C,·,0.1,1.4,·,-7,3,2,·
COc1cccc(C(=O)NCCCn2ccnc2)c1,-2,0.0,-3.5,-5,·,·,0,0
CC(C)[C@@H](C(=O)N[C@@H](Cc1ccccc1)C(=O)O)N1C(=O)N2CCc3c([nH]c4ccccc34)[C@@]2(C)C1=O,-3,·,0.4,-9,0,-5,-5,-8
c1nc(N2CCC3(CC2)OCCO3)c2[nH]cnc2n1,12,0.1,·,1,-14,·,13,6
Cc1cc(C)n(CC(C)O)c(=O)c1C#N (centres undefined),2,·,-2.5,-12,-4,-4,12,-7
CCc1nnc(NS(=O)(=O)c2ccc(NC(=O)c3ccc([N+](=O)[O-])s3)cc2)s1,4,-0.1,-3.8,-17,1,3,-2,·
C[C@@H]1CCCCO[C@@H](CN(C)Cc2ccc(C(F)(F)F)cc2)[C@@H](C)CN([C@H](C)CO)C(=O)c2cc(NC(=O)c3ccncc3)ccc2O1,-1,0.1,-0.1,-24,4,-2,21,-9
O=C(COC(=O)c1cc(-c2cccs2)nc2ccccc12)NC1CCS(=O)(=O)C1 (centres undefined),-21,-0.5,-3.1,3,·,·,11,49*
Cc1cc(C)c(C)c(S(=O)(=O)N2CCC(C(=O)OCC(=O)NC3CCS(=O)(=O)C3)CC2)c1C (centres undefined),1,0.1,1.2,-20,-7,-2,·,-2
COC(=O)CN1C(=O)NC2(CCCc3ccccc32)C1=O (centres undefined),2,0.3,·,-8,-4,-10,-3,-11
CCOC(=O)c1cc2c(=O)n3ccccc3nc2n(Cc2ccc(Cl)cc2)c1=N,-2,0.0,-0.4,-384,·,·,13,1
O=S(=O)(Nc1ccc(-c2ccc3nncn3n2)cc1)c1ccccc1F,1,0.0,-3.2,-3,0,-1,24,3

# Carrying on:
SMILES,ERAP1 inh,XiGFP reactiv,CFTR F508del cor,RAD52 inh,RAD54 inh,esBAF inh,GSIS activator,ARNT-TACC3 inh
O=C(CSc1nc2ccccc2c(=O)n1-c1ccc(F)cc1)NC1CCS(=O)(=O)C1 (centres undefined),3,0.0,-2.8,1,-7,·,10,-5
CN1CCN(C(=O)C[C@@H]2CC[C@@H]3[C@H](COc4ccc(NC(=O)C5CCC5)cc4C(=O)N3C)O2)CC1,1,0.0,-2.2,-7,·,·,10,·
NC(=NCCc1c[nH]c2ccccc12)NC(=O)c1ccc(Cl)cc1,-3,0.0,0.0,-2,-12,9,-20,8
COc1ccc(NC(=O)NCCc2ccc(Cl)cc2)cc1OC,-1,0.2,-1.2,-19,·,·,9,-3
O=C(Cc1ccc(Br)cc1)OCC(=O)N1CCCCCC1,4,0.4,1.3,-15,·,·,·,-2
O=C(CNCc1ccccc1)NCCCN1CCCC1=O,-7,-0.1,-0.5,-9,-3,0,12,-5
CC(=O)NCc1ccc(S(=O)(=O)N/N=C/c2ccccc2)cc1,1,0.0,·,-1,·,·,19,·
CS(=O)(=O)Nc1ccc2c(c1)[C@H]1C[C@@H](CC(=O)N3CCOCC3)O[C@H](CO)[C@H]1O2,1,0.0,-1.3,-6,10,1,2,·
Cc1ccc(C)c(NS(=O)(=O)c2ccc(OCC(=O)NCc3ccccn3)cc2)c1,2,0.0,-1.8,-23,-4,2,-19,-4
CCCCn1c(N)c(N(Cc2ccccc2OC)C(=O)CCSC)c(=O)[nH]c1=O,1,0.1,-0.9,-7,-9,·,-2,-19
CO[C@H]1CN(C)C(=O)c2cc(NC(=O)c3ccccc3)ccc2OC[C@@H](C)N(C(=O)C2CC2)C[C@H]1C,-1,0.5,0.3,-2,0,-3,-4,-2
CCCCCCCCCc1conc1C(=O)CP(=O)(OC)OC,-4,0.3,-0.9,7,·,·,·,·
Cc1cc(C)n2nc(C(=O)Nc3cccc(S(=O)(=O)N4CCOCC4)c3)nc2n1,2,0.0,1.2,-7,-11,-2,4,-8
Cn1c(=O)c2c(-c3ccccc3)n(-c3ccccc3F)cc2n(C)c1=O,26,0.3,-1.6,-10,-3,-5,3,·
O=C(NC(=O)c1ccccc1)Nc1ccc(Cl)cn1,-9,0.0,3.8,-30,-4,-6,6,-6
C[C@H](CO)N1C[C@H](C)[C@H](CN(C)Cc2ccc(Oc3ccccc3)cc2)Oc2ccc(NC(=O)C3CC3)cc2CC1=O,3,0.2,1.7,11,7,-5,-34,4
COC(=O)c1ccc(C)c(NC(=S)NCc2ccc(Cl)cc2)c1,·,0.0,·,·,-3,-5,-14,-4
CCCCN(C)C(=O)c1cccc(OC2CCN(CC(C)(C)C)CC2)c1,4,0.1,1.8,-10,-20,4,-2,-4
CC(CN1CCCCC1)c1ccccc1 (centres undefined),1,0.0,-1.0,0,9,-7,10,-2

# High-throughput results (PubChem BioAssay)
